From PubChem BioAssay
RSV antiviral HEp-2 = RSV antiviral activity via CPE protection, HEp-2 cells, primary 10 µM value included (AID 2391) | HEp-2 cells, RSV-induced CPE inhibition; higher % means a stronger effect | actives 0.13% (n = 310,000) | CPE inhibition, % at 10 µM; hits with a dose series show IC50 in µM; in the data active means a potency from the dose series; inconclusive means CPE inhibition mostly from about 23% at the one dose, without a potency; inactive means the rest, 99 in 100 with CPE inhibition below about 21%; further: strong numbers were not always called active
Dengue-2 NS5 capping = Dengue-2 NS5 methyltransferase inhibitors, primary screen, biochemical, confirmation dose response (AID 588689). Genome polyprotein (Dengue virus type 2 (strain 16681-PDK53)). Dengue-2 NS5 methyltransferase capping enzyme assay, biochemical; higher % means a stronger effect. inhibition, % at 25 µM; hits with a dose series show IC50 in µM. actives 0.3% (n = 340,000); in the data active means a potency from the dose series; inconclusive means inhibition above about 29% without an active follow-up result
LYP phosphatase = inhibitors of LYP phosphatase, biochemical, fluorescence intensity, uHTS (AID 1779). Tyrosine-protein phosphatase non-receptor type 22 (Homo sapiens). recombinant LYP phosphatase, fluorescence intensity; higher % means a stronger effect. one-dose inhibition, % at 11.5 µM; IC50 in µM for titrated hits. actives 0.054% (n = 290,000); in the data active means inhibition above about 50%;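 further: plate controls were vehicle with enzyme for no effect and no enzyme for full effect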
WT yeast gro inh = growth inhibition of WT strain, primary screen, mitochondrial fusion inhibitor project, WT and mutant strains, chemical genetic | mitochondrial fusion phenotypic screen | inhibition, % at 10 µM | actives 2.1% (n = 190,000) | AID 1362, 2008; in the data active means inhibition above about 58%; tested in S. cerevisiae
AID2073 = inhibitors of Mint1-CaV2.2 protein interaction, biochemical, HTRF (AID 2073). actives 0.19% (n = 290,000). HTRF protein-protein interaction, Mint1-CaV2.2; higher % means a stronger effect. one-dose inhibition, % at 20 µM; IC50 in µM for titrated hits; in the data active means inhibition mostly above about 51%, no sharp cut-off; inconclusive means no clear call, values can overlap the other calls; inactive means mostly below about 53%; further: some results filed as inactive read as strong as hits
Autophagy mod = autophagy modulators in MEF cells, primary screen, imaging, high-content, MEF GFP-LC3; MEF GFP-LC3 puncta imaging; test concentration mostly 10 µM; calls only at 10 µM (by protocol); actives 0.98% (n = 190,000); AID 463193, 2010;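 active means percentage of spot-positive cells more than 3 SD above its plate mean, without a fluorescence outlier flag or 80% toxicity; inconclusive means no clear call, values can overlap the other calls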;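 further: spot-positive cell cutoff set from DMSO-treated cells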
K1F lysis inhibition = inhibition of K1F phage lysis, E. coli UTI89, bacterial capsule biogenesis inhibitors, alamar blue (AID 488966). E. coli UTI89 K1F phage lysis, alamar blue, 2 h; higher % means a stronger effect. one-dose inhibition, % at 100 µM; IC50 in µM for titrated hits. actives 0.02% (n = 340,000);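 active means phage lysis inhibition, versus mean bacterial control, above a set limit; inconclusive means no clear call, values can overlap the other calls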;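 further: capsule biogenesis inhibitors block K1F phage lysis so surviving cells raise fluorescence; higher fluorescence means more inhibition of phage lysis; actives were called in the ten point dose series up to 300 µM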
GPR35 antagonists = GPR35 antagonists blocking zaprinast-driven arrestin recruitment, primary screen, imaging, U2OS, beta-arrestin-GFP, zaprinast agonist (AID 2058); actives 0.052% (n = 290,000); G-protein coupled receptor 35 (Homo sapiens); U2OS GPR35 beta-arrestin-GFP translocation imaging, zaprinast antagonism; higher % means a stronger effect; inhibition, % at 10 µM; hits with a dose series show IC50 in µM;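 active means inhibition of at least 50% with at least 30 cells and total cytoplasm GFP at most 10,000,000; inconclusive means under 30 cells or total GFP of 10,000,000 plus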
NTR1 ag = agonists of NTR1, primary screen, imaging, U2OS cells, beta-arrestin-GFP, high content (AID 493036); NTR1-U2OS beta-arrestin-GFP spot imaging, agonist mode; activation, % at 20 µM; actives 0.17% (n = 330,000);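 active means activation at or above 40% of the spot to cytoplasm intensity ratio, with at least 20 cells analyzed; inconclusive means wells under 20 cells, flagged as cytotoxic or low count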;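 further: 0% = DMSO without peptide and 100% = 100 nM NTR1 peptide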
Target sequence (P30989 whole entry, looked up): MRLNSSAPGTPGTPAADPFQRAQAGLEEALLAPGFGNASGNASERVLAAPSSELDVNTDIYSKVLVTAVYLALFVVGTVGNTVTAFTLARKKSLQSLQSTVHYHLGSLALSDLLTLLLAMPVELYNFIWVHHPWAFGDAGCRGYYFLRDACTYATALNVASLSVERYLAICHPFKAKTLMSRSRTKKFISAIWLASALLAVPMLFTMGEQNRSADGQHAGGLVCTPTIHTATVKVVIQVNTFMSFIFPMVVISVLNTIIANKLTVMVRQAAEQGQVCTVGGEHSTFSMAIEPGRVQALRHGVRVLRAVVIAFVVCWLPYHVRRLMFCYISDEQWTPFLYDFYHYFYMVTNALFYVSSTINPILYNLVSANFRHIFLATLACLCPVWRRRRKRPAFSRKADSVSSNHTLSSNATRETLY
WT yeast gro inh mutant strain = recorded beside WT yeast gro inh, whose call it bears; inhibition, %; mitochondrial fusion phenotypic screen, mutant strain inhibition
Autophagy mod cell loss 18 h = also measured in Autophagy mod; calls as there; toxicity, %; measured here: cell loss, nuclei count;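 cell loss after 18 h compound exposure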
NTR1 ag cell count 20 µM = second read-out of NTR1 ag, no call of its own (marks repeat the call); cell count; measured here: cell count, cytotoxicity flag
* hit, by the source's call; [ ] = another dose, or the depositor's remark.

Screening COc1ccc(C(=O)NCC(c2cccnc2)N2CCN(c3ccccc3OC)CC2)cc1OC (stereo not given) returned RSV antiviral HEp-2 1.3%, Dengue-2 NS5 capping 0.0%, LYP phosphatase 0.5%, WT yeast gro inh 11.6, AID2073 -3.8%, Autophagy mod inactive, K1F lysis inhibition 4.8%, GPR35 antagonists -1.8%, NTR1 ag 0.1, WT yeast gro inh mutant strain 3.5, Autophagy mod cell loss 18 h 10.4 and NTR1 ag cell count 20 µM 76.
`CC[n+]1c(/C=C(\C)Nc2ccccc2)sc2ccccc21` gave RSV antiviral HEp-2 8.0%, Dengue-2 NS5 capping -1.1%, LYP phosphatase -6.1%, WT yeast gro inh -24.3, AID2073 -1.5%, Autophagy mod inactive, K1F lysis inhibition 0.5%, GPR35 antagonists 1.8%, WT yeast gro inh mutant strain -2.0 and Autophagy mod cell loss 18 h -11.8.
CCCCN1C(=O)CC(C(=O)O)C1c1ccc(OC)cc1 (stereo not given) was read as RSV antiviral HEp-2 1.6%, Dengue-2 NS5 capping 2.5%, LYP phosphatase -10.4%, WT yeast gro inh -10.0, AID2073 0.2%, Autophagy mod inactive, K1F lysis inhibition 0.0%, GPR35 antagonists 2.2%, NTR1 ag 0.4, WT yeast gro inh mutant strain 9.7, Autophagy mod cell loss 18 h 37.8 and NTR1 ag cell count 20 µM 73.
For O=C(NCc1ccccn1)c1cccc(S(=O)(=O)Nc2ccc(SC(F)F)cc2)c1 the results were RSV antiviral HEp-2 15.5%, Dengue-2 NS5 capping 6.6%, K1F lysis inhibition 0.0%[50 µM], NTR1 ag -0.6 and NTR1 ag cell count 20 µM 62.
`CC(/C=N/NC(=O)c1cccc(F)c1)=C\c1ccccc1` gave RSV antiviral HEp-2 -0.8%, Dengue-2 NS5 capping -6.1%, LYP phosphatase -1.2%, AID2073 12.1%, K1F lysis inhibition 0.0%, GPR35 antagonists -12.0%, NTR1 ag 0.9 and NTR1 ag cell count 20 µM 59.
Screening O=c1[nH]n(-c2ccccc2)c(=O)c(Cl)c1Cl returned RSV antiviral HEp-2 -1.4%, Dengue-2 NS5 capping 0.8%, LYP phosphatase -5.2%, WT yeast gro inh 17.5, AID2073 -0.3%, Autophagy mod inactive, K1F lysis inhibition -0.5%, GPR35 antagonists -3.1%, NTR1 ag 1.3, WT yeast gro inh mutant strain 6.8, Autophagy mod cell loss 18 h 1.7 and NTR1 ag cell count 20 µM 65.
CCc1nn2c(N3CCOCC3)cc(C)nc2c1-c1ccccc1 was read as RSV antiviral HEp-2 2.3%, Dengue-2 NS5 capping -2.0%, LYP phosphatase -4.3%, AID2073 9.5%, K1F lysis inhibition -0.1%, GPR35 antagonists -7.0%, NTR1 ag 4.0 and NTR1 ag cell count 20 µM 42.
For COc1ccc(-c2nnc(SCC(=O)N/N=C/c3ccccc3C(=O)O)n2-c2ccccc2)cc1 the results were RSV antiviral HEp-2 0.9%, Dengue-2 NS5 capping -11.9%, LYP phosphatase -4.0%, WT yeast gro inh -16.4, AID2073 3.2%, Autophagy mod inactive, K1F lysis inhibition 0.2%, GPR35 antagonists 4.3%, NTR1 ag 1.5, WT yeast gro inh mutant strain -13.6, Autophagy mod cell loss 18 h 16.2 and NTR1 ag cell count 20 µM 41.
COc1ccc(NC(=O)NNC(=O)COc2ccc3ccccc3c2)cc1 was read as RSV antiviral HEp-2 1.4%, Dengue-2 NS5 capping -0.7%, LYP phosphatase -4.2%, AID2073 32.9%, K1F lysis inhibition 1.0%[50 µM], GPR35 antagonists -0.5%, NTR1 ag -0.3 and NTR1 ag cell count 20 µM 60.
CCCN(C(=O)c1cn(-c2ccccc2)nc1-c1ccc(OC)cc1)C1CCS(=O)(=O)C1 (stereo not given) was read as RSV antiviral HEp-2 2.6%, Dengue-2 NS5 capping -9.5%, K1F lysis inhibition -0.4%[50 µM], NTR1 ag -0.6 and NTR1 ag cell count 20 µM 52.

The last two compounds of the part before lead into the next:
COc1ccc(NC(=O)NNC(=O)COc2ccc3ccccc3c2)cc1 was read as RSV antiviral HEp-2 1.4%, Dengue-2 NS5 capping -0.7%, LYP phosphatase -4.2%, AID2073 32.9%, K1F lysis inhibition 1.0%[50 µM], GPR35 antagonists -0.5%, NTR1 ag -0.3 and NTR1 ag cell count 20 µM 60.
CCCN(C(=O)c1cn(-c2ccccc2)nc1-c1ccc(OC)cc1)C1CCS(=O)(=O)C1 (stereo not given) was read as RSV antiviral HEp-2 2.6%, Dengue-2 NS5 capping -9.5%, K1F lysis inhibition -0.4%[50 µM], NTR1 ag -0.6 and NTR1 ag cell count 20 µM 52.
`CC1CC(C)CN(S(=O)(=O)N2CCCC(C(=O)NCCc3ccccc3)C2)C1` (stereo not given) gave RSV antiviral HEp-2 1.7%, Dengue-2 NS5 capping -3.5%, LYP phosphatase -5.2%, AID2073 -1.6%, K1F lysis inhibition 0.2%, GPR35 antagonists -5.2%, NTR1 ag -0.6 and NTR1 ag cell count 20 µM 56.
CC(C)CNC(=O)CSc1ccc(S(=O)(=O)N2CCN(C)CC2)cn1 was read as RSV antiviral HEp-2 0.4%, Dengue-2 NS5 capping -2.9%, K1F lysis inhibition 1.2%[50 µM], NTR1 ag 3.5 and NTR1 ag cell count 20 µM 46.
For CCOc1ccccc1C(=O)NCC(=O)N(C)Cc1ccccc1C the results were RSV antiviral HEp-2 6.0%, Dengue-2 NS5 capping -2.9%, LYP phosphatase 2.8%, AID2073 2.4%, K1F lysis inhibition 0.0%, GPR35 antagonists 2.8%, NTR1 ag -1.1 and NTR1 ag cell count 20 µM 44.
Cc1ccc(C(=O)NCCc2nnc3ccc(SCC(=O)Nc4c(C)cc(C)cc4C)nn23)cc1 was read as RSV antiviral HEp-2 1.4%, Dengue-2 NS5 capping -3.2%, LYP phosphatase -0.7%, WT yeast gro inh 8.9, AID2073 8.7%, Autophagy mod inactive, K1F lysis inhibition 0.2%[50 µM], GPR35 antagonists -8.6%, NTR1 ag -0.1, WT yeast gro inh mutant strain -4.4, Autophagy mod cell loss 18 h 15.4 and NTR1 ag cell count 20 µM 49.
For Cc1cc(C)cc(N2CCCn3c2nc2c3c(=O)n(CC(=O)OCc3ccccc3)c(=O)n2C)c1 the results were RSV antiviral HEp-2 15.3%, Dengue-2 NS5 capping -11.3%, LYP phosphatase 0.2%, WT yeast gro inh -4.4, AID2073 -5.2%, Autophagy mod inactive, K1F lysis inhibition 5.5%, GPR35 antagonists -6.8%, NTR1 ag 2.6, WT yeast gro inh mutant strain -4.5, Autophagy mod cell loss 18 h 18.7 and NTR1 ag cell count 20 µM 56.
O=CC(=O)c1ccccc1 was read as RSV antiviral HEp-2 1.7%, Dengue-2 NS5 capping 1.5%, K1F lysis inhibition -0.8%, NTR1 ag 3.3 and NTR1 ag cell count 20 µM 59.
For COc1ccc(-n2ncc3c(N4CCC(C)CC4)ncnc32)cc1 the results were RSV antiviral HEp-2 3.2%, Dengue-2 NS5 capping -2.8%, LYP phosphatase -5.7%, WT yeast gro inh 22.9, AID2073 14.3%, K1F lysis inhibition 0.5%, GPR35 antagonists -7.8%, NTR1 ag 2.8, WT yeast gro inh mutant strain 10.6 and NTR1 ag cell count 20 µM 65.
Cc1ccccc1NS(=O)(=O)c1cc(C(N)=O)ccc1C was read as RSV antiviral HEp-2 -0.8%, Dengue-2 NS5 capping 0.0%, LYP phosphatase 0.1%, WT yeast gro inh -24.2, AID2073 6.0%, Autophagy mod inactive, K1F lysis inhibition 0.1%, GPR35 antagonists -7.4%, NTR1 ag 0.0, WT yeast gro inh mutant strain -38.6, Autophagy mod cell loss 18 h -4.8 and NTR1 ag cell count 20 µM 51.
Cc1ccc(-c2nc(N)n(S(C)(=O)=O)n2)cc1 was read as RSV antiviral HEp-2 -0.7%, Dengue-2 NS5 capping 3.8%, LYP phosphatase -3.4%, WT yeast gro inh -2.4, AID2073 2.6%, Autophagy mod inactive, K1F lysis inhibition 0.3%, GPR35 antagonists 6.9%, NTR1 ag -1.1, WT yeast gro inh mutant strain 0.5, Autophagy mod cell loss 18 h -5.9 and NTR1 ag cell count 20 µM 44.
Screening Cc1cccc(-c2ncc(CN3CCCC(CO)(Cc4cccc(Cl)c4)C3)cn2)c1 (stereo not given) returned RSV antiviral HEp-2 inconclusive, Dengue-2 NS5 capping -0.6%, LYP phosphatase -3.3%, WT yeast gro inh 62.6*, AID2073 -5.7%, Autophagy mod inactive, K1F lysis inhibition -0.8%[50 µM], GPR35 antagonists -0.3%, NTR1 ag 7.0, WT yeast gro inh mutant strain 17.1*, Autophagy mod cell loss 18 h 4.0 and NTR1 ag cell count 20 µM 50.
COc1cccc(C(=O)Nc2cccc3ccccc23)c1OC was read as RSV antiviral HEp-2 2.9%, Dengue-2 NS5 capping -3.2%, LYP phosphatase -7.9%, AID2073 8.4%, K1F lysis inhibition -2.0%, GPR35 antagonists -10.0%, NTR1 ag -0.2 and NTR1 ag cell count 20 µM 57.
`NC(=O)c1ccc(NC(=O)CSc2nnc(-c3ccccn3)n2N)cc1` gave RSV antiviral HEp-2 1.6%, Dengue-2 NS5 capping -1.5%, LYP phosphatase -7.4%, WT yeast gro inh -0.2, AID2073 21.6%, Autophagy mod inactive, K1F lysis inhibition 1.5%, GPR35 antagonists 3.5%, NTR1 ag -1.4, WT yeast gro inh mutant strain -6.3, Autophagy mod cell loss 18 h 3.0 and NTR1 ag cell count 20 µM 34.
COc1ccc(/C(O)=C2/C(=O)C(=O)N(CCCN(C)C)C2c2ccccc2)cc1Cl (stereo not given) was read as LYP phosphatase -4.6%, WT yeast gro inh 4.8, AID2073 -4.1%, Autophagy mod inactive, GPR35 antagonists -11.8%, WT yeast gro inh mutant strain 17.1 and Autophagy mod cell loss 18 h 1.7.
Screening Cc1cccc(-n2ncc(C#N)c2-n2cccc2)c1 returned RSV antiviral HEp-2 1.6%, Dengue-2 NS5 capping -0.7%, LYP phosphatase -2.5%, WT yeast gro inh -6.2, AID2073 40.7%, Autophagy mod inactive, K1F lysis inhibition 0.9%, GPR35 antagonists 13.0%, NTR1 ag -0.7, WT yeast gro inh mutant strain -6.2, Autophagy mod cell loss 18 h 4.6 and NTR1 ag cell count 20 µM 59.
For CCCn1c(SCC(=O)N2c3ccccc3CCc3ccccc32)nc2c1c(=O)n(C)c(=O)n2C the results were RSV antiviral HEp-2 1.5%, Dengue-2 NS5 capping -7.3%, LYP phosphatase 1.8%, WT yeast gro inh 2.9, AID2073 1.2%, Autophagy mod inactive, K1F lysis inhibition 0.1%, GPR35 antagonists 21.3%, NTR1 ag 0.4, WT yeast gro inh mutant strain 16.1, Autophagy mod cell loss 18 h -4.6 and NTR1 ag cell count 20 µM 96.
